Assay outcomes (PubChem BioAssay)
NPYLR7 ag: activates Aedes aegypti NPYLR7 receptor | HEK293T NPYLR7/Galpha15, GCaMP6s calcium fluorescence | activation, % at 10 µM | 270,000 compounds, 0.15% hits | AID 1259423; in the data active = activation above about 40%;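 also: 0% = vehicle and 100% = reference agonist at the receptor; some compounds past the cut are filed as inactive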
hcGAS inh: human cGAS inhibition; AID 1259398; Q8N884; recombinant h-cGAS, ATP depletion, Kinase-Glo luminescence; 290,000 compounds, 0.081% hits; inhibition, % at 12.5 µM;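 also: 0% = vehicle reaction and 100% = reaction without DNA for no activity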
Target sequence (Q8N884 whole entry, looked up): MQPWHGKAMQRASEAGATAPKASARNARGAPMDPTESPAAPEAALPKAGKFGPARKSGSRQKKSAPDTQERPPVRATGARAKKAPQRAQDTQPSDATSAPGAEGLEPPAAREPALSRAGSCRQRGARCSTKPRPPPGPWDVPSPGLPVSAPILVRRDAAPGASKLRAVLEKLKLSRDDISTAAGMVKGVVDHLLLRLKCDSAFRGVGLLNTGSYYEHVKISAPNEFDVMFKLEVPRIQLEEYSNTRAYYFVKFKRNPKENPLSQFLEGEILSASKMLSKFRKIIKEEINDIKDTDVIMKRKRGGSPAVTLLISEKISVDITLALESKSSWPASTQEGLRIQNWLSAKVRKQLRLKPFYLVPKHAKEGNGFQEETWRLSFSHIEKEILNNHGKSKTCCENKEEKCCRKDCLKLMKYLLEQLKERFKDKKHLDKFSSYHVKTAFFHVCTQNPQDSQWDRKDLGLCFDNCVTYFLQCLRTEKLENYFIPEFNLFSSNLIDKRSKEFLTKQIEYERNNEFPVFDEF
mcGAS lum: mouse cGAS inhibition by luminescence. inhibition, % at 12.5 µM. recombinant cGAS, Kinase-Glo ATP depletion luminescence. 160,000 compounds, 0.15% hits. Q8C6L5. AID 1259399;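 also: 0% = negative control wells and 100% = reference inhibitor with no enzyme activity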
Starred values were filed as active, the others as inactive; / = not tested or not shown; & = joins results of further samples. Rule as the data show it, unless noted: active = inhibition above about 40%; inactive = the rest.

SMILES | NPYLR7 ag | hcGAS inh | mcGAS lum
Cc1noc(-c2ccccc2Cl)c1C(=O)NCCCN1CCCCC1C (configuration not stated) | -1.5 | 1.2 | 0.3
Cc1cc(C)c(Cn2ccnc2CNCC2CC2)c(C)c1 | 1.1 | -2.6 | -3.8
COc1ccc(C2(CNC(=O)c3ccc4nccnc4c3)CCOCC2)cc1OC | -2.2 | -5.2 | -3.8
O=S(=O)(c1cnc[nH]1)N1CCN(c2ccc(Cl)cc2)CC1 | 15.5 | -7.0 | /
O=C(/C=C/c1cccs1)N(Cc1cccnc1)c1nc2ccc(Cl)cc2s1 | -7.3 | -4.6 | -6.8
Cn1c(=O)c2c(-c3ccccc3F)c(Nc3ccccc3)oc2n(C)c1=O | -8.3 | -3.9 | -7.0
Cc1sc2ncnc(SCC(=O)c3cc(C)n(-c4nccs4)c3C)c2c1C | 3.2 | -10.5 | /
Cc1cc(N2CCN(c3ccccc3)CC2)n2ncc(-c3ccccc3)c2n1 | 0.4 | -5.5 | -5.0
O=C(Nc1ccccc1OCC(F)(F)F)c1ccc(Cl)nc1Cl | -3.2 | -10.7 | -17.7
O=C(c1ccc(N2CCCCC2)cc1)N1CCCC(Nc2ccc3c(c2)OCO3)C1 (configuration not stated) | 4.3&-6.1 | -6.2&-5.6 | -2.0
CN(C)Cc1ccc(-c2ccccc2CNC(=O)c2cnc3sccn3c2=O)cc1 | 6.4 | -3.4 | /
CC(=O)N1N=C(c2cn(-c3ccccc3)nc2-c2ccccc2)CC1c1cccc(NS(C)(=O)=O)c1 (configuration not stated) | -3.3 | -5.3 | /
Nc1c(C(=O)c2ccco2)sc2c1c(=O)[nH]c(=O)n2CCN1CCOCC1 | 1.5 | -3.3 | -3.0
CCCN(CCO)C(=O)CNC(=O)c1ccc(C)c(C)c1 | -0.9 | -5.9 | /
CC(C)(Oc1ccc(Cl)cc1)C(=O)Nc1cccc([N+](=O)[O-])c1 | 2.4 | -11.1 | /
Cc1cc(C)cc(N2C(=O)CSC2c2ccc(NC(=O)c3ccccc3C)cc2)c1 (configuration not stated) | -2.4 | -9.8 | -5.5
Cc1c(-c2ccccc2F)[nH]c2ccc(CNC(=O)CC3CCC(=O)N3)cc12 (configuration not stated) | -10.4 | 0.5 | /
COc1ccc(CC(=O)N2CCOC(COc3ccc(C)cc3)C2)cn1 (configuration not stated) | 1.8 | -4.9 | -6.8
CC(C)CN(CC(=O)N(Cc1cccn1Cc1ccccc1)C1CCCCC1)S(=O)(=O)c1ccc(Cl)cc1 | 0.9 | -3.1 | -5.2
CC(C)N(Cc1nccn1Cc1ccc(C(F)(F)F)cc1)C(=O)C1CCC1 | 6.6 | 1.3 | -3.9
CC(C)(C)c1nc(-c2ccc(NC(=O)N3CCCSCC3)cc2)no1 | 2.3 | -0.2 | /
CCCCN(C=O)c1c(CC)nc2c(OCc3cc(Cl)cc(Cl)c3)cccn12 | 5.1 | -2.1 | -3.2
CCOc1ccccc1N1CCN(S(=O)(=O)c2cc(C)ccc2OC)CC1 | -0.7 | 2.1 | /
O=S(=O)(Cc1ccccc1)NCC(c1ccsc1)N1CCOCC1 (configuration not stated) | 4.3 | -1.1 | -5.0

Reprinted at random: two compounds from above, in no set order.
SMILES | NPYLR7 ag | hcGAS inh | mcGAS lum
CCCCN(C=O)c1c(CC)nc2c(OCc3cc(Cl)cc(Cl)c3)cccn12 | 5.1 | -2.1 | -3.2
Cc1c(-c2ccccc2F)[nH]c2ccc(CNC(=O)CC3CCC(=O)N3)cc12 (configuration not stated) | -10.4 | 0.5 | /

Next part:
SMILES | NPYLR7 ag | hcGAS inh | mcGAS lum
C/C(=C/C(=O)NS(=O)(=O)N(C)C)c1ccc(F)cc1 | 5.1 | -5.6 | /
O=C(Cn1c(O)c(N=NC(=O)c2ccncc2)c2ccccc21)Nc1ccccc1 | -5.1 | -2.0 | -5.6
NC1=NC2(CCCC2)n2c(nc3ccccc32)N1 | 5.4 | -3.7 | /
Cc1cc(C)c2[nH]c(C(=O)N3CCOC(C(F)(F)F)C3)c(C)c2c1 (configuration not stated) | 2.0 | 0.3 | /
CN(C)c1nc(N)nc(N(c2ccccc2)c2ccccc2)n1 | 1.1 | 4.6 | /
COC1=C(OC)C(=O)C(CCCCCCCCCCO)=C(C)C1=O | -3.4&-14.2 | -2.9&1.5 | /
O=C(O)CC1c2cccnc2C(=O)N1c1ccccc1 (configuration not stated) | 2.2 | 2.1 | -4.6
O=C(CCCn1nnnc1CN1CCc2ccccc2C1)NCCc1cnccn1 | 0.9 | -6.8 | -4.0
Cc1cc(C)n2c(Nc3c(C)cccc3C)c(-c3ccccc3Cl)nc2n1 | -0.5 | -6.2 | -6.1
Cc1c(Cl)cccc1NC(N)=Nc1nc(-c2ccncc2)cc(=O)[nH]1 | -7.8 | 2.4 | -1.8
COc1ccccc1N1C(=O)C2C3C=CC(O3)C2C1=O (configuration not stated) | -1.1 | -0.7 | -2.8
CCOC(=O)c1sc(N)c(C#N)c1COC(=O)C12CC3CC(CC(O)(C3)C1)C2 | -2.5 | -3.8 | /
COc1ccc(S(=O)(=O)N2CCC(C(=O)OCC(=O)c3ccccc3)CC2)cc1[N+](=O)[O-] | -4.2 | -0.4 | /
O=C(NCCC(=O)N1CCOCC1)c1[nH]c2ccc(Cl)cc2c1Cl | 1.2 | -4.7 | -11.9
O=C(O)/C=C(\CC(=O)O)C(=O)O | -9.9 | 1.7 | -3.2
Cc1cnn(CCc2n[nH]c(=S)n2-c2cccc(Cl)c2)c1 | 30.0 | -0.1 | /
COC(=O)c1ccc2oc(=O)n(C3CCN(C(=O)c4ccc(Cl)nc4)CC3)c2c1 | 14.5 | -5.1 | -7.5
C=CCNC(=O)Cn1c(=O)c2c(OCC)c(C)cnc2n(C)c1=O | 1.9 | -1.8 | /
Cc1ccc(CN2C(=O)CON=C2c2ccc(N(C)C)cc2)cc1 | 4.1 | 3.6 | /
Cc1noc(-c2ccc3c(c2)OCO3)c1I | 13.9 | -1.3 | -0.9
COC(=O)c1cc(C)nc2c1c(=O)n(Cc1cccc(Cl)c1)n2C | 3.2 | -4.6 | -16.2
COc1ccc(-c2cc(=O)c3c(O)c(OC)c(O[C@H]4O[C@H](CO[C@@H]5O[C@@H](C)[C@H](O)[C@@H](O)[C@H]5O)[C@@H](O)[C@H](O)[C@H]4O)cc3o2)cc1 | -2.5 | -3.1 | /
CCC(C)c1ccc(S(=O)(=O)N2CCCC2C(=O)NCc2ccco2)cc1 (configuration not stated) | 4.3 | -6.4 | /
Cc1cccnc1N1CCN(Cc2ccc(S(C)(=O)=O)cc2)CC1 | 12.4 | -7.0 | /
CN(Cc1ccc2nsnc2c1)Cc1cnc(S(C)(=O)=O)n1CC1CCCO1 (configuration not stated) | 1.5 | 1.5 | /
Cc1cc(C(=O)N2[C@@H]3CC[C@H]2CNC(=O)C3)sc1-c1ccccc1 | 1.8 | -2.3 | -4.0
Cc1ccc(C(C)C)cc1OC(C)C(=O)N1CCNC(=O)C1 (configuration not stated) | 6.5 | -8.0 | /
CCCNC(=O)Cn1nc2c(c1NC(=O)CC1CCCC1)CSC2 | -3.8 | -6.0 | -6.4
C=CCN1CC(C(=O)N2CCc3c(cc(-c4cccc5nc(C)ccc45)c(=O)n3CC3CC3)C2)CC1=O (configuration not stated) | 7.3 | -3.1 | -4.5
O=C(O)C1CN(CCCP(=O)(O)O)CCN1 (configuration not stated) | -8.0 | 1.4 | 0.0
CC(Sc1nnc(-c2ccccc2)o1)C(=O)NC1CC1 (configuration not stated) | 3.2 | -11.4 | /
COc1ccc(CC(=O)N2CCOC(COCc3cccc(C)c3)C2)c(OC)c1OC (configuration not stated) | 2.5 | -5.6 | -7.2
COc1ccccc1C(=O)N/N=c1\oc2cc(O)ccc2cc1-c1nc2ccccc2[nH]1 | 19.6 | -3.9 | /
CCCOC(=O)C1=C(C)N(C)C(=O)NC1c1cccc([N+](=O)[O-])c1 (configuration not stated) | -1.1 | 0.1 | -0.3
CC(C)(CNS(=O)(=O)c1ccc2c(c1)OCCCO2)N1CCc2ccccc2C1 | 4.2 | -7.2 | -16.8
Cc1ccc(C)c(CSCCS(N)(=O)=O)c1 | 4.8 | -8.6 | -17.8
Oc1oc(-c2ccccc2)nc1C=Nc1ccccc1Cl | 17.1 | -2.6 | -3.6
O=c1c(SCc2ccccc2)nccn1-c1ccc2c(c1)OCCO2 | -1.1 | -8.3 | -6.4
OCCn1cc(Nc2nc(-c3cccc(Cl)c3)nc3c2CCCC3)cn1 | 0.8 | -9.7 | /
Cc1nc(C)c(C(=O)NCCCn2nc(-c3ccccc3)ccc2=O)s1 | -3.0 | -2.7 | /
CCOC(=O)C1CCCN(C(=O)c2ccc(CSc3nc(COC)cc(N4CCN(c5ccccc5Cl)CC4)n3)o2)C1 (configuration not stated) | / | -7.1 | -7.1
COc1cc(-c2nc3ccccc3c(=O)n2CCc2ccccc2)cc(OC)c1OC | 1.0 | -6.9 | -11.2
CCN1CC(=O)OC1c1ccc(Cl)cc1OC (configuration not stated) | 3.9 | -2.8 | /
Cc1ccc(-n2c(-c3ccc(F)cc3)cc(C(=O)N3CCN(C(=O)CSc4ccccc4)CC3)c2C)cc1 | 12.2 | -3.4 | -4.0
CCOc1ccccc1C(=O)Nc1ccc(N2CCN(S(C)(=O)=O)CC2)nc1 | 39.0 | -5.5 | -9.8
Cc1cc(C(=O)N(C)Cc2ccc(Cl)s2)c2c(=O)[nH]n(C)c2n1 | -0.3 | 0.4 | /
O=C(Nn1ccc2c(cnc3nc(C(F)(F)F)nn32)c1=O)c1cccnc1 | 1.0 | -6.2 | -5.2
CCc1ccc(NC(=O)Nc2ccc(N3CCCC3)c(C(=O)NC(C)CC)c2)cc1 (configuration not stated) | -6.8 | -7.3 | -7.5
Cc1ccc(Cn2c(=O)c3c(nc4n(CCO)c(C)c(C)n34)n(C)c2=O)cc1 | -1.1 | -6.0 | -9.3
COC(C)C(=O)NCC(C)(O)C(c1ccccc1)c1ccccc1 (configuration not stated) | -1.3 | -4.1 | /
Cc1ccc(OCC(=O)N[C@@H]2C[C@H]3C(=O)N(C)CC(=O)N3C2)cc1C | -6.1 | -5.3 | /
O=C(Cn1ncnn1)N1CCOc2c(O)cc(-c3cccc(Cl)c3)cc2C1 | 18.9 | -4.0 | -10.9
COc1nc(-c2ccc3c(c2)OCO3)n(-c2ccc(NC(=O)c3cccc([N+](=O)[O-])c3)cc2)n1 | 19.5 | -3.6 | -3.0
Cc1onc(-c2ccccc2Cl)c1C(=O)N1CCN(Cc2ccccc2)CC1 | -5.8 | -0.6 | -5.5
Cc1ccc2nc(-c3ccc(NC(=O)C(C)n4ncccc4=O)cc3)sc2c1 (configuration not stated) | -1.7 | -1.2 | /
CSc1ccc(CN2CCCC(CO)(Cc3ccccc3C)C2)cc1 (configuration not stated) | 9.9 | -1.8 | -4.0
COc1ccc(C(O)=C2C(=O)C(=O)N(CCCN(C)C)C2c2cc(OC)c(OC)c(OC)c2)cc1 (configuration not stated) | -0.9 | -1.7 | -3.6
CC(=O)N1CCC(NC(=O)c2ccccc2CCc2ccccc2)CC1 | 1.7 | -8.3 | /
O=C(Nc1ccc(-c2noc(-c3cccc(Br)c3)n2)cc1)c1cccc(Cl)c1 | -4.5 | -0.2 | /
O=C(c1ccccc1)N1CCN(c2ncnc3c2cnn3Cc2ccc(Cl)cc2Cl)CC1 | -14.1 | -1.0 | 0.2
CN1CCN(Cc2ccc3c(c2)CC(C)(C)O3)CC1C(=O)O (configuration not stated) | 6.8 | -7.0 | /
O=C(COC(=O)c1cccc(-n2cccc2)c1)NC1C2CC3CC(C2)CC1C3 (configuration not stated) | -0.2 | -11.7 | /

A second format for part of the listing above.
Values in the order – NPYLR7 ag	hcGAS inh	mcGAS lum
- Cc1cc(C(=O)N(C)Cc2ccc(Cl)s2)c2c(=O)[nH]n(C)c2n1
    -0.3	0.4	/
- O=C(Nn1ccc2c(cnc3nc(C(F)(F)F)nn32)c1=O)c1cccnc1
    1.0	-6.2	-5.2
- CCc1ccc(NC(=O)Nc2ccc(N3CCCC3)c(C(=O)NC(C)CC)c2)cc1 (configuration not stated)
    -6.8	-7.3	-7.5
- Cc1ccc(Cn2c(=O)c3c(nc4n(CCO)c(C)c(C)n34)n(C)c2=O)cc1
    -1.1	-6.0	-9.3
- COC(C)C(=O)NCC(C)(O)C(c1ccccc1)c1ccccc1 (configuration not stated)
    -1.3	-4.1	/
- Cc1ccc(OCC(=O)N[C@@H]2C[C@H]3C(=O)N(C)CC(=O)N3C2)cc1C
    -6.1	-5.3	/
- O=C(Cn1ncnn1)N1CCOc2c(O)cc(-c3cccc(Cl)c3)cc2C1
    18.9	-4.0	-10.9
- COc1nc(-c2ccc3c(c2)OCO3)n(-c2ccc(NC(=O)c3cccc([N+](=O)[O-])c3)cc2)n1
    19.5	-3.6	-3.0
- Cc1onc(-c2ccccc2Cl)c1C(=O)N1CCN(Cc2ccccc2)CC1
    -5.8	-0.6	-5.5
- Cc1ccc2nc(-c3ccc(NC(=O)C(C)n4ncccc4=O)cc3)sc2c1 (configuration not stated)
    -1.7	-1.2	/
- CSc1ccc(CN2CCCC(CO)(Cc3ccccc3C)C2)cc1 (configuration not stated)
    9.9	-1.8	-4.0
- COc1ccc(C(O)=C2C(=O)C(=O)N(CCCN(C)C)C2c2cc(OC)c(OC)c(OC)c2)cc1 (configuration not stated)
    -0.9	-1.7	-3.6
- CC(=O)N1CCC(NC(=O)c2ccccc2CCc2ccccc2)CC1
    1.7	-8.3	/
- O=C(Nc1ccc(-c2noc(-c3cccc(Br)c3)n2)cc1)c1cccc(Cl)c1
    -4.5	-0.2	/
- O=C(c1ccccc1)N1CCN(c2ncnc3c2cnn3Cc2ccc(Cl)cc2Cl)CC1
    -14.1	-1.0	0.2
- CN1CCN(Cc2ccc3c(c2)CC(C)(C)O3)CC1C(=O)O (configuration not stated)
    6.8	-7.0	/
- O=C(COC(=O)c1cccc(-n2cccc2)c1)NC1C2CC3CC(C2)CC1C3 (configuration not stated)
    -0.2	-11.7	/
